# GDH-TPI counter: inhibits GDH-TPI coupling enzymes, artifact for Mtb FBA screen; GDH-TPI coupled enzyme counterscreen, NADH absorbance; inhibition, % at 4.8 µM; 360,000 tested, 1.2% active; AID 588335; in the data active = inhibition above about 30%;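 note: 0% = DMSO wells and 100% = wells lacking the enzyme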
# TcdB GH inh: TcdB glycohydrolase inhibition | P18177 | TcdB glycohydrolase enzymatic assay, plate reader | inhibition, % at 9.99 µM | 350,000 tested, 0.24% active | AID 652162; in the data active = inhibition above about 10%
# FadD28 binding: M. tuberculosis FadD28 bisubstrate binding inhibition. FadD28 bisubstrate probe binding, fluorescence polarization. inhibition, % at 12.5 µM. 360,000 tested, 0.22% active. AID 588549; in the data active = inhibition above about 8.5%, passing the limit was not always enough
# UGM FP inh: Mtb UDP-galactopyranose mutase inhibition | P9WIQ1 | purified UGM, fluorescence polarization probe displacement | inhibition, % at 10 µM | 320,000 tested, 0.06% active | AID 504406; in the data active = inhibition above about 10%, passing the limit was not always enough
# Target sequence (P9WIQ1 whole entry, looked up): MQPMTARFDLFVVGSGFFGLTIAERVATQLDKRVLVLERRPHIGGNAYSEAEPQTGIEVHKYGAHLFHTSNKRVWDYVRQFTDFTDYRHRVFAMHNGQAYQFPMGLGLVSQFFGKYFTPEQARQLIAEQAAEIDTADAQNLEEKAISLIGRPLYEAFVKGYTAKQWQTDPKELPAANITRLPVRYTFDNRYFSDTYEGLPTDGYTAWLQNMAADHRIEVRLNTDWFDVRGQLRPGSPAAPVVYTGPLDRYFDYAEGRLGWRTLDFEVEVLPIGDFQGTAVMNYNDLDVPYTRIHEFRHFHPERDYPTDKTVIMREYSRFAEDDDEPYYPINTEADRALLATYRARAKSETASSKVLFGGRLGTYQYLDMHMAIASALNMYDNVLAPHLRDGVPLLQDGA
# Yp Topo-I inh: inhibitors of Yersinia pestis topoisomerase I. Y. pestis Topo-I cleavage product accumulation, plate reader. activity, % at 10 µM. 360,000 tested, 0.064% active; in the data active = activity above about 50%, passing the limit was not always enough; note: inactives centre near 2
# Vc quorum ag: inducers of Vibrio cholerae quorum light production without autoinducers; V. cholerae BH1578 lux reporter, luminescence, 6 h; activation, % at 18.7 µM; 350,000 tested, 0.16% active; AID 588436; in the data active = activation mostly above about 9.7%, no sharp cut-off; note: not every result past the cut was called active; inactives centre near 0; reference of the scale not given here
# FBA Mtb inh: inhibitors of M. tuberculosis fructose-bisphosphate aldolase; P9WQA3; purified M. tuberculosis FBA, fluorescence read-out; inhibition, % at 1 µM; 360,000 tested, 2.3% active; AID 588726; in the data active = inhibition above about 27%;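 note: 0% = vehicle and 100% = reference inhibitor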
# Target sequence (P9WQA3 whole entry, looked up): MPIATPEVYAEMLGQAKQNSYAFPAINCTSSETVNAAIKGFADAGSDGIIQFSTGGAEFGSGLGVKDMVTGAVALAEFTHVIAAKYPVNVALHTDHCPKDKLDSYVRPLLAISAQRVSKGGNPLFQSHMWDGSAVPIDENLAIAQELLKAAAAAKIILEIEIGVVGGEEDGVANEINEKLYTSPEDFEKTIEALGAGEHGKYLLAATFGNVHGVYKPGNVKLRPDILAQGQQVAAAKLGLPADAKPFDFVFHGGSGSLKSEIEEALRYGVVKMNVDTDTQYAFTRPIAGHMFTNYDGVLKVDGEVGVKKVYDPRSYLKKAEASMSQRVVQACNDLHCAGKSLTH
# PfHsp40 rescue: restores yeast growth despite PfHsp40 toxicity; S. cerevisiae expressing PfHsp40, growth rescue, ATP luminescence; growth rescue, % at 12.5 µM; 340,000 tested, 0.68% active; AID 504582; in the data active = growth rescue above about 28%, passing the limit was not always enough;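 note: yeast W303a lacking pdr1 and pdr3 grown in galactose medium; growth measured after three days at 30 °C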
# Mtb BioA inh: inhibitors of Mycobacterium tuberculosis BioA enzyme | inhibition, % at 9.99 µM | 360,000 tested, 0.096% active | purified M. tuberculosis BioA enzyme, plate reader | AID 602481; in the data active = inhibition above about 40%
# The depositor's hits bear a star; i = inactive; . = not tested or not shown.
1) OCC(O)C1OC(c2ccco2)OC(CO)C1O (stereo unspecified)
2) COc1ccc(Nc2ncnc3nc[nH]c23)cc1OC
3) CCCn1c(=O)c(C(=O)OCC)c(O)c2cc(Br)ccc21
4) Cn1cccc1/C=C1\SC(=S)N(NC(=O)c2ccccc2)C1=O
5) N#CCSc1nnc(Cc2cccc3ccccc23)n1C1CCCCC1
screen / no.,1,2,3,4,5
GDH-TPI counter,5,-5,-4,11,8
TcdB GH inh,0.9,.,.,0.7,-5.6
FadD28 binding,0.6,-0.5,-3.4,-1.2,-7.8
UGM FP inh,.,0.8,3.5,-2.3,2.4
Yp Topo-I inh,9,1,-8,-6,-8
Vc quorum ag,i,-0.2,0.1,-0.3,-0.2
FBA Mtb inh,2,1,-7,-19,-1
PfHsp40 rescue,-0.9,1.7,0.9,-0.2,-0.2
Mtb BioA inh,0.7,12,.,.,-3.5

6) Cc1c(C(=O)Nc2ccncc2)oc2ccccc12
7) COc1ccc(C(C(=O)NC(C)(C)C)N(Cc2ccc(C)cc2)C(=O)CCC(=O)Nc2cc(C)on2)cc1 (stereo unspecified)
8) COc1ccc(CN2C(=O)CSC2c2ccccn2)cc1 (stereo unspecified)
9) CS(=O)(=O)N(Cc1ccc(C(=O)NCc2ccco2)cc1)c1ccccc1
10) CCOc1ccc(NC(=O)CCC(=O)c2ccc(F)cc2)cc1
screen / no.,6,7,8,9,10
GDH-TPI counter,4,8,1,-8,-4
TcdB GH inh,.,1.0,1.3,.,-0.4
FadD28 binding,-2.9,-1.5,-3.3,-4.4,-4.3
UGM FP inh,3.1,0.8,-1.1,0.3,1.5
Yp Topo-I inh,6,19,3,6,0
Vc quorum ag,-0.3,-0.3,i,.,i
FBA Mtb inh,2,-2,-1,-5,0
PfHsp40 rescue,0.3,-1.3,0.1,-1.0,-0.4
Mtb BioA inh,-0.2,.,.,-2.5,0.2

11) O=[N+]([O-])c1ccc(OCc2cnc(Cl)s2)c([N+](=O)[O-])c1
12) Cc1ccc(-c2nnc(Nc3ccc4c(c3)OCO4)c3ccccc23)cc1S(=O)(=O)NC(C)C
13) CCOC(=O)c1ccccc1NC(=O)Cc1ccc(OC)c(S(=O)(=O)N2CCOCC2)c1
14) COc1cccc(/C=N/NC(=O)CO/N=C(\C)c2cccs2)c1OC
15) Cc1cc(Cl)c(OCCN2C(=O)NC(C)(C)C2=O)c(Br)c1
screen / no.,11,12,13,14,15
GDH-TPI counter,2,18,11,3,-10
TcdB GH inh,1.8,.,1.5,0.8,.
FadD28 binding,-0.2,-0.5,-1.9,-1.4,-1.8
UGM FP inh,0.3,-0.5,4.5,3.5,-1.3
Yp Topo-I inh,-5,6,27,24,4
Vc quorum ag,i,i,i,i,i
FBA Mtb inh,-2,0,6,19,6
PfHsp40 rescue,0.6,0.4,0.5,-0.5,-0.2
Mtb BioA inh,.,.,-0.3,.,1.6

16) O=C(Nc1cccc(-c2cn3ccccc3n2)c1)C1CC1
17) CC(/C=N/NC(=O)c1cccc([N+](=O)[O-])c1)=C\c1ccccc1
18) CCOC(=O)c1c(NC(=O)CC)sc2c1CCN(Cc1ccccc1)C2
19) CC(=O)N1c2ccccc2C(=O)C1N(C)c1ccc(C)cc1 (stereo unspecified)
20) C[C@]12CC[C@@H]3c4ccc(O[C@@H]5O[C@H](C(=O)O)[C@@H](O)[C@H](O)[C@H]5O)cc4CC[C@H]3[C@@H]1C[C@@H](O)[C@@H]2O
screen / no.,16,17,18,19,20
GDH-TPI counter,14,-1,-5,3,-2
TcdB GH inh,.,.,2.7,0.2,4.6
FadD28 binding,-4.7,-0.3,-0.4,1.2,-1.3
UGM FP inh,-2.2,-5.9,-0.2,-0.6,-1.7
Yp Topo-I inh,7,2,32,6,-1
Vc quorum ag,-0.3,0.2,-0.6,-0.5,-0.6
FBA Mtb inh,36*,1,4,1,3
PfHsp40 rescue,0.7,0.5,0.4,.,-1.2
Mtb BioA inh,1.2,-0.1,0.3,0.0,-0.7

21) Nn1cnnc1SCC(=O)Nc1ccc(C2CCCCC2)cc1
22) CSc1ccc(CN2CCC2(C)C(=O)Nc2ccc3c(c2)OCO3)cc1 (stereo unspecified)
23) Cc1cc(N2CCC(C)CC2)nc2cccc(O)c12
24) O=C(Nc1ncccn1)c1ccc([N+](=O)[O-])cc1[N+](=O)[O-]
25) Cc1ccccc1-n1nnnc1SCc1csc(-c2ccccc2)n1
screen / no.,21,22,23,24,25
GDH-TPI counter,7,-1,23,-2,-2
TcdB GH inh,.,1.0,0.4,0.2,.
FadD28 binding,1.0,-3.4,-1.5,-4.5,-3.8
UGM FP inh,-0.3,.,0.0,-4.6,2.5
Yp Topo-I inh,3,36,-10,-2,42
Vc quorum ag,i,-0.2,-0.2,-0.9,-0.3
FBA Mtb inh,1,0,4,1,2
PfHsp40 rescue,0.1,.,0.1,-1.3,2.1
Mtb BioA inh,.,0.2,-0.6,-0.3,.

26) CCCCSCCCNC(=O)c1ccc(CS(=O)(=O)c2ccccc2OC)o1
27) Cc1ccc(NC(=O)OC(C)CNC(=O)Oc2cccc(C)c2)cc1 (stereo unspecified)
28) CN(CCc1ccccn1)C(=O)CCC1CCCN(Cc2ccccc2OC(F)F)C1 (stereo unspecified)
29) O=C(CNC(=O)C12CC3CC(CC(C3)C1)C2)N1CCCC(C(F)(F)F)C1 (stereo unspecified)
30) COCCCn1c(=O)c2sccc2n2c(CCCC(=O)NCC3CCCO3)nnc12 (stereo unspecified)
screen / no.,26,27,28,29,30
GDH-TPI counter,5,0,6,0,-9
TcdB GH inh,0.2,0.9,0.1,0.8,1.7
FadD28 binding,-1.3,-1.3,-0.9,-0.8,-2.4
UGM FP inh,-2.1,-2.2,0.8,.,0.9
Yp Topo-I inh,6,15,8,-2,-7
Vc quorum ag,-0.6,-0.2,-0.4,-0.5,-2.0
FBA Mtb inh,0,0,5,0,4
PfHsp40 rescue,-0.8,1.2,-0.9,.,1.3
Mtb BioA inh,1.5,0.1,.,-0.2,0.7

# Rewritten as tab-separated lines: part of the list above.
nr	molecule	GDH-TPI counter	TcdB GH inh	FadD28 binding	UGM FP inh	Yp Topo-I inh	Vc quorum ag	FBA Mtb inh	PfHsp40 rescue	Mtb BioA inh
28	CN(CCc1ccccn1)C(=O)CCC1CCCN(Cc2ccccc2OC(F)F)C1 (stereo unspecified)	6	0.1	-0.9	0.8	8	-0.4	5	-0.9	.
29	O=C(CNC(=O)C12CC3CC(CC(C3)C1)C2)N1CCCC(C(F)(F)F)C1 (stereo unspecified)	0	0.8	-0.8	.	-2	-0.5	0	.	-0.2

# New compounds follow
31) O=C(CN1CCOCC1)NNc1c2ccccc2nc2ccccc12
32) COCCNC(=O)C(=O)NNC(=O)COc1ccc(OC)cc1
33) NC(CCc1ccccc1)c1csc(NC(=O)Nc2cccc(C(F)(F)F)c2)n1 (stereo unspecified)
34) C/C(=C\COc1ccc2ccc(=O)oc2c1)CC[C@@H](O)C(C)(C)O
35) CCc1cc(-c2n[nH]c(CCC(=O)O)c2-c2nc3ccccc3n2C)c(O)cc1O
screen / no.,31,32,33,34,35
GDH-TPI counter,-1,2,15,16,6
TcdB GH inh,1.8,1.0,0.5,1.8,6.8
FadD28 binding,-2.2,-2.0,-8.4,-0.3,-11
UGM FP inh,2.3,-0.2,.,-0.4,1.6
Yp Topo-I inh,-11,-1,-2,4,5
Vc quorum ag,-0.9,i,0.9,i,-0.1
FBA Mtb inh,4,-1,4,83*,2
PfHsp40 rescue,-2.4,-3.7,.,-1.1,1.1
Mtb BioA inh,.,.,-1.1,1.4,.

36) CN(C)S(=O)(=O)c1ccc(C(=O)Nc2cccc(S(=O)(=O)NC3=NCCC3)c2)cc1
37) CC(C)c1ccc(NC2CCCN(C(=O)c3cnc4ccccn4c3=O)C2)cc1 (stereo unspecified)
38) CCOC(=O)C1CCC(CN(Cc2ccccc2C)S(=O)(=O)c2ccc([N+](=O)[O-])cc2)CC1 (stereo unspecified)
39) COc1cccc(CNS(=O)(=O)c2cccc(S(=O)(=O)N3CCOCC3)c2)c1
40) O=C(NNC(=O)c1cc(-c2ccccc2)nc2ccccc12)c1csc(N2CCOCC2)n1
screen / no.,36,37,38,39,40
GDH-TPI counter,3,15,9,-11,2
TcdB GH inh,1.5,-0.1,.,.,0.1
FadD28 binding,-6.1,0.5,-1.1,-4.2,-2.1
UGM FP inh,-1.8,-3.4,-4.4,1.0,-0.3
Yp Topo-I inh,4,0,29,8,-2
Vc quorum ag,i,0.5,-0.2,i,i
FBA Mtb inh,-1,0,2,-5,4
PfHsp40 rescue,1.2,-0.8,-1.2,-0.6,-1.2
Mtb BioA inh,0.7,0.8,.,-0.6,.

41) CCc1cccc(NS(=O)(=O)c2c(C)nc3scc(C)n3c2=O)c1
42) Cc1ccc(N(CC(=O)NCc2ccccc2)C(=O)CCC(=O)Nc2ccccn2)cc1C
43) O=C(Cn1cc(C(=O)c2ccco2)c2ccccc21)Nc1ccccc1F
44) Cc1cccc(-n2cnc3cc(C(=O)N4CCc5ccccc54)ccc32)c1
45) O=C(NCc1ccco1)c1cc2n(n1)C(C(F)(F)F)CC(c1ccc(Br)cc1)N2 (stereo unspecified)
screen / no.,41,42,43,44,45
GDH-TPI counter,12,1,25,-9,9
TcdB GH inh,0.3,1.2,1.4,.,.
FadD28 binding,-1.1,.,-2.5,-6.1,-4.6
UGM FP inh,-2.8,8.5,0.3,-2.0,1.7
Yp Topo-I inh,8,26,-3,32,9
Vc quorum ag,-0.2,-0.2,-0.7,-0.7,-0.3
FBA Mtb inh,1,1,3,1,-1
PfHsp40 rescue,-0.1,1.6,-1.1,6.6,-0.2
Mtb BioA inh,1.7,-0.7,.,.,.

# In the list so far, these have a CF3 group:
29) O=C(CNC(=O)C12CC3CC(CC(C3)C1)C2)N1CCCC(C(F)(F)F)C1 (stereo unspecified)
33) NC(CCc1ccccc1)c1csc(NC(=O)Nc2cccc(C(F)(F)F)c2)n1 (stereo unspecified)
45) O=C(NCc1ccco1)c1cc2n(n1)C(C(F)(F)F)CC(c1ccc(Br)cc1)N2 (stereo unspecified)
screen / no.,29,33,45
GDH-TPI counter,0,15,9
TcdB GH inh,0.8,0.5,.
FadD28 binding,-0.8,-8.4,-4.6
UGM FP inh,.,.,1.7
Yp Topo-I inh,-2,-2,9
Vc quorum ag,-0.5,0.9,-0.3
FBA Mtb inh,0,4,-1
PfHsp40 rescue,.,.,-0.2
Mtb BioA inh,-0.2,-1.1,.

# Ordered by molar mass (smallest number first): some entries from above
44) Cc1cccc(-n2cnc3cc(C(=O)N4CCc5ccccc54)ccc32)c1
41) CCc1cccc(NS(=O)(=O)c2c(C)nc3scc(C)n3c2=O)c1
40) O=C(NNC(=O)c1cc(-c2ccccc2)nc2ccccc12)c1csc(N2CCOCC2)n1
45) O=C(NCc1ccco1)c1cc2n(n1)C(C(F)(F)F)CC(c1ccc(Br)cc1)N2 (stereo unspecified)
38) CCOC(=O)C1CCC(CN(Cc2ccccc2C)S(=O)(=O)c2ccc([N+](=O)[O-])cc2)CC1 (stereo unspecified)
screen / no.,44,41,40,45,38
GDH-TPI counter,-9,12,2,9,9
TcdB GH inh,.,0.3,0.1,.,.
FadD28 binding,-6.1,-1.1,-2.1,-4.6,-1.1
UGM FP inh,-2.0,-2.8,-0.3,1.7,-4.4
Yp Topo-I inh,32,8,-2,9,29
Vc quorum ag,-0.7,-0.2,i,-0.3,-0.2
FBA Mtb inh,1,1,4,-1,2
PfHsp40 rescue,6.6,-0.1,-1.2,-0.2,-1.2
Mtb BioA inh,.,1.7,.,.,.

# Later entries
46) CCC(=O)N1CCC2(CC1)Oc1ccc(F)cc1C(=O)C21CC(c2ccc(Cl)cc2)=NO1 (stereo unspecified)
47) Cc1ccc(NCC(=O)Nc2cccc(S(=O)(=O)N(C)C)c2)c(Cl)c1
48) CC(C(=O)NC(N)=O)N1C(=O)NC(c2ccccc2)(c2ccccc2)C1=O (stereo unspecified)
49) COc1cccc(C2C(C#N)=C(N)N(N(C)C)C3=C2C(=O)CC(C)(C)C3)c1OC (stereo unspecified)
50) CCC(=O)c1ccc(OCC(=O)Nc2ccc3c(c2)OCCO3)cc1
screen / no.,46,47,48,49,50
GDH-TPI counter,11,3,-8,11,5
TcdB GH inh,0.3,.,0.1,-0.4,1.6
FadD28 binding,-16,-1.3,1.0,0.5,-2.4
UGM FP inh,-3.4,-1.1,-1.3,1.4,-1.3
Yp Topo-I inh,37,2,-3,-3,-2
Vc quorum ag,i,-3.7,-0.2,-0.5,-3.8
FBA Mtb inh,-1,0,1,4,0
PfHsp40 rescue,11,-0.4,1.2,-0.4,0.9
Mtb BioA inh,-3.9,.,-2.7,-2.2,.

# From PubChem BioAssay
